# Insulin prom up: MIN6 insulin promoter up-regulation | MIN6 insulin promoter-GFP reporter, high-content imaging; active compounds read high | hit rate 0.3% among 190,000 | AID 1625 | z-score at 5 µM;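 active = z-score above 3 at 5 µM with at least 500 cells counted in the well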
# CSM14.1 death rescue: protection against thapsigargin-triggered cell killing – 384-well, CSM14.1, ATP luminescence, primary screen (AID 1222). CSM14.1 thapsigargin-induced death rescue, ATP luminescence; higher % means a stronger effect. one-dose cellular ATP content (survival), % at 20 µM; EC50 in µM for titrated hits. 190,000 tested, under 10 active;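 active = EC50 below 50 µM in the dose-response confirmation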;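 also: death triggered by thapsigargin at about 15 µM added after 2 h compound pretreatment; cell ATP read after overnight thapsigargin exposure of roughly 18 to 22 hours; normalized against plate controls of thapsigargin alone and 5% DMSO vehicle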
# MT stabilizer: stabilizes microtubules in HeLa cells; HeLa tubulin immunostaining HCS, 24 h; share of cells brighter than vehicle mean+2SD; % tubulin-high responders, % at 10 µM; hit rate 0.83% among 200,000; AID 2205;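 active = plate Z-score above 3 for both tubulin-high and condensed-nucleus cell shares, with cell loss under 80%, at 10 µM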;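 also: anti alpha tubulin signal scored within the nucleus-defined area of each cell; some results filed as inactive read as strong as hits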
# Dynein cargo inh: blocks dynein driven cargo transport along microtubules | 3617.4 mouse cells, GR-EGFP nuclear translocation imaging; test concentration mostly 20 µM; stimulated with dexamethasone, 1 µM; active compounds read low | z-score, hits read low | hit rate 0.47% among 220,000 | AID 1381;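 active = plate z-score of nuclear minus cytoplasmic receptor signal below a set negative limit, without overly bright fluorescence or cell loss, cut at about -3.5 in these data, passing the limit was not always enough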;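 also: z-score of nuclear minus cytoplasmic ring GR-EGFP intensity difference per well; some compounds called inactive have numbers as strong as hits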
#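 Medium: Induction medium lacking tetracycline, stripped serum | Probe or stimulus: 1.0 µM final dexamethasone stimulus | Schedule: 48 h induction, then 1 h compound, then 30 min agonist, 37 °C | Signal: Automated 10x imaging of fixed Hoechst-stained cells | Evaluation: Per-cell GR-EGFP intensity, nucleus versus surrounding cytoplasmic ring, well-averaged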
# M17LAP inhibition: P. falciparum M17LAP inhibitors, primary screen, biochemical, fluorogenic H-Leu-NHMec substrate, 1536-well (AID 1619). recombinant M17LAP, H-Leu-NHMec fluorogenic kinetic assay; higher % means a stronger effect. inhibition, % at 30 µM; hits with a dose series show IC50 in µM. hit rate 0.38% among 220,000;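 active = compound inhibiting the enzyme by more than half at any dose during confirmatory dose-response retesting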;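 also: plate controls were full reaction with DMSO carrier for no effect and no enzyme background for full effect; strong numbers were not always called active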
# b-catenin transl: beta-catenin nuclear translocation modulation | HeLa beta-catenin nuclear translocation, immunofluorescence imaging | hit rate 0.3% among 190,000 | nuclear translocation activity, % at 5 µM | AID 1665;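 active = nuclear translocation activity above 50% at 5 µM, with a well cell count of 50 or more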;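 also: per-cell ratio of nuclear to cytoplasmic median beta-catenin stain intensity; plate controls were DMSO negative control for no effect and GSK-3 inhibitor IX positive control for full effect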
#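 Test system: HeLa cells, endogenous beta-catenin; Compound: single 5 µM dose plus 0.02–20 µM confirmation series; Times: compound exposure 24 h at 37°C; Signal: fluorescence imaging of beta-catenin antibody stain plus DAPI; Read-out: % activation, nuclear-to-cytoplasmic median beta-catenin signal ratio per cell.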
# K1F lysis inhibition: inhibition of K1F phage lysis, E. coli UTI89, bacterial capsule biogenesis inhibitors, alamar blue (AID 488966); E. coli UTI89 K1F phage lysis, alamar blue, 2 h; higher % means a stronger effect; inhibition, % at 100 µM; hits with a dose series show IC50 in µM; hit rate 0.02% among 340,000;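 active = phage lysis inhibition, versus mean bacterial control, above a set limit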;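 also: capsule biogenesis inhibitors block K1F phage lysis so surviving cells raise fluorescence; higher fluorescence means more inhibition of phage lysis; actives were called in the ten point dose series up to 300 µM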
# Autophagy HCS: alters autophagy in cells. MEF GFP-LC3 puncta imaging; test concentration mostly 10 µM. calls only at 10 µM (by protocol). hit rate 0.98% among 190,000;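 active = percentage of spot-positive cells more than 3 SD above its plate mean, without a fluorescence outlier flag or 80% toxicity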;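 also: spot-positive cell cutoff set from DMSO-treated cells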
# P. falciparum M1AAP: P. falciparum M1AAP inhibitors, biochemical, fluorogenic H-Leu-NHMec substrate, 1536-well (AID 1445); recombinant M1AAP, H-Leu-NHMec fluorogenic kinetic assay; higher % means a stronger effect; one-dose inhibition, % at 30 µM; IC50 in µM for titrated hits; hit rate 0.42% among 220,000;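 active = primary inhibition above the hit cutoff, then over 50% inhibition at one or more dose response concentrations, cut at about 23% in these data, passing the limit was not always enough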;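 also: plate controls were DMSO full reaction for no effect and no enzyme background for full effect; strong numbers were not always called active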
# Dynein cargo inh cytoplasmic EGFP: further read-out of Dynein cargo inh, marked with its call; z-score; measured here: cytoplasmic GR-EGFP intensity; active compounds read high
# Dynein cargo inh nuclear GR-EGFP: further read-out of Dynein cargo inh, marked with its call; z-score; measured here: nuclear GR-EGFP intensity;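 lower value marks the stronger effect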
# Dynein cargo inh cell count: also measured in Dynein cargo inh; calls as there; z-score; measured here: cell count per field
# Insulin prom up cell count: recorded beside Insulin prom up, whose call it bears; cell count; measured here: cytotoxicity, nuclei count;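 total cells summed across four imaged fields per well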
# b-catenin transl cell count 5 µM: further read-out of b-catenin transl, marked with its call; cell count; measured here: cell count, cytotoxicity flag
# MT stabilizer Hoechst-high %: recorded beside MT stabilizer, whose call it bears; % Hoechst-high responders; measured here: nuclear condensation Hoechst responders;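 share of cells brighter than vehicle mean plus two SD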
# MT stabilizer cytotoxicity %: also measured in MT stabilizer; calls as there; toxicity, %; measured here: cytotoxicity by cell density;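 0% = mean cell density of plate MIN control wells and 100% = no cells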
# Autophagy HCS cell loss 18 h: also measured in Autophagy HCS; calls as there; toxicity, %; measured here: cell loss, nuclei count;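 cell loss after 18 h compound exposure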
# Numbers without * were called inactive; i = inactive; nt = not tested or not shown; + = active, no number; [ ] = dose if it differs, or a comment.
SMILES,Insulin prom up,Insulin prom up cell count,CSM14.1 death rescue,MT stabilizer,MT stabilizer Hoechst-high %,MT stabilizer cytotoxicity %,Dynein cargo inh,Dynein cargo inh cytoplasmic EGFP,Dynein cargo inh nuclear GR-EGFP,Dynein cargo inh cell count,M17LAP inhibition,b-catenin transl,b-catenin transl cell count 5 µM,K1F lysis inhibition,Autophagy HCS,Autophagy HCS cell loss 18 h,P. falciparum M1AAP
CC(NC(=O)c1ccc(N(C)C)cc1)c1ccc(F)cc1 (stereo unspecified),nt,nt,2.8%,2.5,3.8,9.4,1.1,-0.26,0.72,-0.95,-10%,-2.5,1052,0.1%,i,-4,6%
Cc1cc2ccccc2n1CCNC(=O)C1CCCC1,-0.88,1498,1.4%,5.0,3.7,5.2,-1.4,-0.32,-0.43,0.86,21%,0.7,1318,0.1%,i,1,11%
CCC/C(O)=C1\C(=O)CCCC1=NC(C)C(=O)O (stereo unspecified),1.2,1406,-0.7%,1.4,0.6,6.4,-0.63,-0.2,-0.43,0.36,-5%,-4.0,942,3.1%,i,0,4%
Cc1ccccc1C(=O)NC1CCN(Cc2nnnn2C2CCCC2)CC1,0.04,1260,-2.6%,2.3,1.9,6.8,1.6,-0.27,1.1,0.57,-2%,-0.9,1220,0.8%,i,2,10%
COc1ccc(NCc2nnc(SCC#N)n2-c2ccccc2OC)cc1,-0.77,1198,-0.3%,5.2,3.4,3.7,-0.4,-0.18,0.099,-0.079,18%,0.5,1115,0.8%,i,-7,4%
CC(NC(=O)N(Cc1ccccc1)Cc1ccc2c(c1)OCO2)(C(F)(F)F)C(F)(F)F,nt,nt,4.0%,3.4,1.9,0.7,0.65,-0.22,0.55,-0.045,0%,nt,nt,0.0%,i,0,3%
Cc1c2n(c3ccccc13)CC/C2=N\O,0.13,1490,nt,nt,nt,nt,-0.46,-0.22,-0.19,0.71,2%,4.0,1021,-0.2%,nt,nt,7%
CC(C)CC(=O)Nc1nc2c(c(=O)[nH]1)CCCC2,nt,nt,-1.0%,2.7,1.7,3.2,-0.055,-0.24,-0.1,-0.0033,0%,nt,nt,3.2%,i,5,-3%
COc1cccc(C(=O)N2CCN(Cc3ccccn3)CC2)c1OC,0.16,1291,-2.2%,6.7,1.6,6.1,1,-0.13,0.59,0.48,11%,0.3,1409,4.1%,i,4,3%
O=C(CNC(=O)c1ccncc1)N/N=C/c1ccccc1[N+](=O)[O-],-0.48,1169,1.3%,3.6,1.0,2.0,0.17,-0.27,0.079,0.41,1%,nt,nt,0.2%,i,14,3%

# The final 2 records of the section before lead into the next:
SMILES,Insulin prom up,Insulin prom up cell count,CSM14.1 death rescue,MT stabilizer,MT stabilizer Hoechst-high %,MT stabilizer cytotoxicity %,Dynein cargo inh,Dynein cargo inh cytoplasmic EGFP,Dynein cargo inh nuclear GR-EGFP,Dynein cargo inh cell count,M17LAP inhibition,b-catenin transl,b-catenin transl cell count 5 µM,K1F lysis inhibition,Autophagy HCS,Autophagy HCS cell loss 18 h,P. falciparum M1AAP
COc1cccc(C(=O)N2CCN(Cc3ccccn3)CC2)c1OC,0.16,1291,-2.2%,6.7,1.6,6.1,1,-0.13,0.59,0.48,11%,0.3,1409,4.1%,i,4,3%
O=C(CNC(=O)c1ccncc1)N/N=C/c1ccccc1[N+](=O)[O-],-0.48,1169,1.3%,3.6,1.0,2.0,0.17,-0.27,0.079,0.41,1%,nt,nt,0.2%,i,14,3%
CCOc1ccccc1NC(=O)C(OC(=O)c1ccccc1)c1ccccc1 (stereo unspecified),0.21,1419,5.9%,1.4,1.7,6.3,1.1,-0.28,0.73,-0.26,1%,0.8,1056,4.3%,i,14,-3%
CCOc1ccc(N(CC(=O)NN=C2CCCC2)S(C)(=O)=O)cc1,nt,nt,-0.9%,1.5,1.9,0.6,0.82,-0.25,0.34,-0.52,3%,-0.3,1170,0.1%,i,-33,6%
CC1=NN(C(N)=S)C(=O)C1N=Nc1cccc2ccccc12 (stereo unspecified),-1.4,1139,0.7%,5.8,3.8,5.1,-1.3,-0.21,-1.3,0.93,19%,-1.8,1418,nt,i,-3,0%
Cc1ccc(S(=O)(=O)N2CCCC2c2nc3ccccc3s2)cc1 (stereo unspecified),nt,nt,-1.0%,2.1,2.1,6.4,-0.14,-0.2,-0.35,0.17,3%,nt,nt,0.5%,i,3,2%
CC(C)CCNC(=O)NC(=O)CSc1nnc(-c2ccccc2F)n1N,0.34,1288,-1.6%,1.4,1.4,11,-0.16,-0.26,0.21,-0.44,15%,nt,nt,0.6%,i,2,-1%
Cc1ccc2c(c1)C(=O)CCN2,0.54,915,-2.0%,2.4,2.3,5.0,-0.89,-0.22,-0.64,1.2,3%,1.2,1163,2.4%,i,3,12%
CCC(=O)n1nc(-c2ccc(OC)cc2)nc1NCc1cccs1,0.09,1643,-1.1%,7.0,1.4,9.8,0.044,-0.29,-0.13,0.48,7%,-4.5,1053,0.1%,i,4,-2%
Cc1cc(C)n(CC(=O)NC2C(=O)N3C(C(=O)O)=C(CSc4nnc(C)s4)CSC23)n1 (stereo unspecified),0.13,1271,-12%,3.2,1.6,3.5,-0.23,0.6,0.19,0.61,11%,-0.9,1190,5.3%,i,-19,7%
Cc1ccc2oc(=O)c3cnn(CC(=O)NCCc4ccsc4)c3c2c1,-0.35,822,-0.2%,3.1,3.5,6.6,0.022,-0.18,0.3,0.095,12%,nt,nt,-0.4%,i,2,4%
O=C(Nc1ccccc1)Nc1ncc([N+](=O)[O-])s1,0.17,1314,-2.1%,3.1,1.9,7.8,1.4,-0.18,0.3,-0.99,23%,0.3,1093,-1.5%,+,20*,9%
Cc1cc(/C=C(\C#N)C(=O)NCc2cccs2)c(C)n1-c1ccc([N+](=O)[O-])cc1,nt,nt,0.3%,3.7,2.1,3.4,1.1,-0.085,1.1,-1.3,8%,-2.9,515,6.2%,i,-4,3%
CCOc1ccc(-c2nnc(-c3ccco3)o2)cc1,0.42,1765,-5.0%,4.0,3.0,5.2,-1.1,-0.21,-0.31,1.8,-2%,-4.3,1186,1.4%,i,-6,10%
C#CCNC(=O)C1=C[C@@H](c2ccc3c(c2)OCO3)[C@H](CCCO)[C@@H](OCC)O1,2,1478,-0.2%,3.1,1.2,4.0,0.45,-0.18,0.52,-0.94,5%,-0.8,1073,1.6%,i,-12,14%
O=C(Nc1nc(-c2ccc(S(=O)(=O)N3CCCCCC3)cc2)cs1)c1cccs1,-0.29,1183,nt,2.0,2.5,2.3,1.4,-0.18,0.69,-0.053,6%,nt,nt,-0.3%,i,31,15%
CCCCCCCCC/C(=N\O)c1ccccn1,-0.59,1447,4.8%,2.6,1.0,2.2,-0.56,-0.18,-0.5,1,2%,-0.6,1310,-4.1%,i,20,-1%
CC(C)CNC(=O)COC(=O)c1ccc(Cl)c(S(N)(=O)=O)c1,0,957,-1.5%,2.3,1.6,2.6,0.96,-0.24,1.2,0.91,13%,-2.8,1164,1.7%,i,-6,-2%
O=S(=O)(c1ccc(Cl)cc1)N1CCn2c1nc1ccccc12,-0.48,1222,0.6%,3.0,1.5,8.7,-0.17,-0.19,0.032,0.83,12%,4.7,1306,0.9%,i,3,-1%
COc1ccc(-n2cnnc2SCCC#N)cc1,nt,nt,-1.9%,2.8,3.2,12,0.35,-0.21,0.55,1.6,3%,-0.6,982,0.2%,i,0,-6%
Cc1cc(NCCCn2ccnc2)n2ncc(-c3ccccc3)c2n1,-0.4,920,-7.1%,5.7,3.6,9.0,-0.9,-0.2,-0.24,0.59,-9%,-4.1,835,1.0%,i,3,0%
COc1ccc(CCNC(=O)[C@@H]2C[C@H]2c2ccccc2)cc1OC,nt,nt,-0.3%,1.9,3.5,5.7,-0.85,-0.26,-0.76,0.64,-16%,-1.0,983,2.8%,i,-3,2%
Cc1ccnc(NS(=O)(=O)c2cccc([N+](=O)[O-])c2)c1,-0.73,1001,nt,nt,nt,nt,-1.2,-0.76,-0.93,0.009,6%,0.4,1314,-0.3%[50 µM],nt,nt,1%
N#C/C(=C(/O)c1cccs1)c1nc2ccccc2[nH]1,-0.96,1257,nt,nt,nt,nt,0.88,-0.23,0.31,-0.53,-9%,-0.4,1320,-0.6%[50 µM],nt,nt,2%
Cc1cc(Cl)ccc1Oc1ncc(-c2ccc(Cl)cc2)cn1,nt,nt,-1.0%,2.0,1.4,2.9,1.3,-0.22,-0.32,-0.52,7%,nt,nt,0.6%[50 µM],i,-1,-6%
CC(C)(C)OC(=O)NNC(=O)Nc1ccccc1C(F)(F)F,0.28,1616,-1.3%,3.7,2.2,3.1,0.26,-0.34,0.32,0.47,-2%,0.7,1067,-0.1%,i,18,-1%
c1ccc2[nH]c(SCC3CCCCO3)nc2c1 (stereo unspecified),nt,nt,-0.8%,2.2,0.7,9.2,-0.43,-0.2,-0.31,0.97,2%,-1.4,1008,0.3%,i,-4,1%
COc1cccc(-c2nn(C)c3sc(C(=O)NCc4ccc(C)cc4)cc23)c1,-1.1,911,0.5%,1.3,1.7,12,0.21,0.18,0.53,-0.88,-1%,nt,nt,2.9%,i,-6,2%
COc1cc(-n2c(=O)c3ccccc3n(Cc3ccccc3)c2=O)cc(OC)c1OC,-0.11,803,-1.3%,4.9,1.9,2.3,1.4,-0.19,1.1,-1,2%,-3.5,1147,-0.1%,i,-1,7%
